Epigenetic derep: regulators of epigenetic silencing causing reporter derepression in mouse cells. murine LDR cells, GFP reporter derepression, 30 h. Potency, µM (top dose mostly 53.9 µM), for inactives: at the highest dose GFP activation, most hits filed as activators. 0.2% of 280,000 active; note: potency is the fitted concentration of half-maximal effect; % of control where 0% means no effect; nearly all actives have a fitted effect of over 60% in size
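Reporter derepression read as number of fluorescent GFP-positive objects, 20-120 um in size, counted by laser-scanning cytometer. Mouse LDR line with an epigenetically silenced CMV-GFP locus; compound incubation 30 h, 37 C.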
KinaseGlo FLuc: Kinase-Glo luciferase inhibition (counter-screen); Q27757; Kinase-Glo luciferase, ATP luminescence, 8 min; Potency, µM (doses to about 38.3 µM), for the others: at the top dose activity change, negative = inhibition, actives largely listed as inhibitors; 0.28% of 200,000 active; note: potency is the fitted concentration of half-maximal effect; % is set by controls: 0 for no effect and ±100 for the full control effect; nearly all actives have a fitted effect of over 60% in size
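Luminescence was the read-out, taken after 8-minute incubation at ambient temperature. Luciferase turned over luciferin with 10 uM ATP in imidazole pH 7.2 buffer containing KCl, MgCl2, Tween 20 and BSA.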
LMNA splice mod: LMNA splicing modulation; Potency, µM (titrated, usually from 46.1 µM), for inactives: at the highest dose ratio change, negative = inhibition, most hits filed as inhibitors; 0.01% of 200,000 active; HeLa LMNA splicing GFP/RFP minigene ratio, 48 h; active = well fitted inhibition curve with a large enough effect in the signal ratio, with a control signal flat, not every such curve was filed as active; inconclusive = small, poorly fitted or top-dose-only effect, or effect the other way, or a change in a side signal; the % refers to the signal ratio; note: potency is the fitted concentration of half-maximal effect; % is set by controls: 0 for no effect and ±100 for the full control effect
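S3 HeLa cells stably expressing lamin A-EGFP splicing minigene plus DsRed2, 600 cells/well, 48 h compound exposure at 37C. Laser-scanning cytometry; analysed as GFP (500-530 nm)/RFP (575-640 nm) total intensity ratio; 0.5% DMSO vehicle.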
CBFb RUNX1 block: blocks binding between human CBF-beta and RUNX1 | Q01196+Q13951 | AlphaScreen CBFb-His/RUNX1-biotin binding, biochemical | Potency, µM (highest dose often 59.8 µM), for inactives: at the highest dose activity, negative = inhibition, hits mostly inhibitors | 230,000 tested, under 10 active | AID 1477; note: % of control where 0% means no effect
Target sequence (Q01196 whole entry, looked up): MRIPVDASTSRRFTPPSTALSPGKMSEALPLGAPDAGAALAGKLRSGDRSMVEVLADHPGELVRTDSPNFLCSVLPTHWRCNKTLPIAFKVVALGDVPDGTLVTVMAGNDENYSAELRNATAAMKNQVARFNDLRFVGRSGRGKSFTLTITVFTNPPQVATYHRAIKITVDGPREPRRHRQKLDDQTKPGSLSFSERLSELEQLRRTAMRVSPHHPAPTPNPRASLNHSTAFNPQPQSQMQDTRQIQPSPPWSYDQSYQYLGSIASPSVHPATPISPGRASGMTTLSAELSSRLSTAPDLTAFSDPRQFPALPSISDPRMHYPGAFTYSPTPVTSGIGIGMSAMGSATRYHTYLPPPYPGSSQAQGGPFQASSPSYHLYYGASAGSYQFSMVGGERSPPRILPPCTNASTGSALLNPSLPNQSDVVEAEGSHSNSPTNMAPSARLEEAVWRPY
Target sequence (Q13951 whole entry, looked up): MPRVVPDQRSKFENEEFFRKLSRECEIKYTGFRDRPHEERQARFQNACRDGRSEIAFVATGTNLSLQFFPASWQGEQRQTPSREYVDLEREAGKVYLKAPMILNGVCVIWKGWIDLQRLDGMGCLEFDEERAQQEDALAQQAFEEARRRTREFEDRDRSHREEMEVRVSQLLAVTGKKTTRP
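Bead-based AlphaScreen assay; binding partners His-tagged CBF-beta and biotinylated RUNX1 at 30 nM each. Compound exposure 15 min after a 20-min protein preincubation; bead step 90 min; all steps at room temperature.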
GLA spleen mod: inhibits or activates alpha-galactosidase in human spleen homogenate. P06280. human spleen homogenate, 4MU-alpha-Gal fluorescence, 40 min. Potency, µM (top dose mostly 80 µM), for inactives: top-dose activity change, negative = inhibition, usual class: inhibitors. 0.008% of 240,000 active. AID 2107;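 note: potency is the fitted concentration of half-maximal effect; 0% = enzyme with vehicle and -100% = no enzyme basal signal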
Target sequence (P06280 32-429 limits assumed): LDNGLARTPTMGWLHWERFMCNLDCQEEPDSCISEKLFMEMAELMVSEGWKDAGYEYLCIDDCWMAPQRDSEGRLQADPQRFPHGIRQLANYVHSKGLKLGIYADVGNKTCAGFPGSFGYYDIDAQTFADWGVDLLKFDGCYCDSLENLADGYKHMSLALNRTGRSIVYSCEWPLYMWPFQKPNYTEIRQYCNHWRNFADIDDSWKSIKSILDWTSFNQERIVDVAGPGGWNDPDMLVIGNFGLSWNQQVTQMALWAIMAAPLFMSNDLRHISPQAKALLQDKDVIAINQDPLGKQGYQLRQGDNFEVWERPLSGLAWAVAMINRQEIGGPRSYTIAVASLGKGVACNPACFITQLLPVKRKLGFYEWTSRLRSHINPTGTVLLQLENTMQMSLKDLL
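Human spleen homogenate (1 ug) as enzyme source, 4-methylumbelliferyl-alpha-D-galactopyranoside 1 mM final, citrate/phosphate pH 5.0 with 0.01% Tween-20. Compounds 40 min at 37C, NaOH/glycine stop; fluorescence Ex 365/Em 440, Hill-fit AC50.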
NPSR antagonist: antagonists of human neuropeptide S receptor cAMP signaling; Potency, µM (titrated, usually from 38.3 µM), without a hit: at the highest dose activity change, negative = inhibition, actives largely listed as inhibitors; AID 1461; CHO-NPSR cells, cAMP TR-FRET, antagonist mode; 1% of 220,000 active; Q6W5P4; note: potency is the fitted concentration of half-maximal effect; % is set by controls: 0 for no effect and ±100 for the full control effect; nearly all actives have a fitted effect of over 50% in size; many of its hits are not listed in these tables
IMPase Li inh: membrane-permeable IMPase blocker, potentiated with lithium; CHO-M1 cells, IP1 TR-FRET (IP-One), carbachol + lithium; Potency, µM (doses to about 59.4 µM), without a hit: top-dose activity, negative = IMPase inhibition, usual class: inhibitors; 0.35% of 210,000 active;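 note: IP1 builds up when IMPase is blocked and the TR-FRET signal falls; potency is the fitted concentration of half-maximal effect; plate controls were basal vehicle for no effect and high inhibitor control for full effect; nearly all actives have a fitted effect of over 50% in size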
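CHO cells stably expressing M1 receptor (2000/well) were cultured 16–30 h, then exposed to compounds with a small lithium addition for 30 min at 37C. IP1 was measured by TR-FRET competition; AC50 from Hill fits.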
Active calls of the source: *; ? = inconclusive; . = not tested or not shown; & = joins results of further samples; [ ] = dose if it differs, or a comment. Unless noted, calls come from the whole dose curve; as a rule, active = well fitted curve in the direction sought with a large enough effect; inconclusive = small, poorly fitted or top-dose-only effect, or another doubt; inactive = no such curve, though single readings can be large; an effect the other way counts as inactive or inconclusive. Only part of the results is shown; the hit share may differ from the screen's.

The opening 3 entries (preview)
SMILES	GLA spleen mod	NPSR antagonist	CBFb RUNX1 block	Epigenetic derep	LMNA splice mod	IMPase Li inh	KinaseGlo FLuc
O=c1[nH]c2ccccc2n1CCCN1CCC(n2c(=O)[nH]c3cc(Cl)ccc32)CC1	?	-29%	11%	-3.0%	?	-1%&4%&22%&58%&14%&-5%	1%
Cc1ccc(S(=O)(=O)N2CCC(C(=O)N3CCC4(CC3)OCCO4)CC2)cc1	1%	-10%[46.1 µM]	4%	-3.9%	-3%	-3%[38.3 µM]	-5%
COc1ccc(C2NCCc3[nH]cnc32)cc1 (stereo not given)	-2%	-16%	3%	-3.5%	?	7%	-2%

All compounds of this part, repeating the preview:
SMILES	GLA spleen mod	NPSR antagonist	CBFb RUNX1 block	Epigenetic derep	LMNA splice mod	IMPase Li inh	KinaseGlo FLuc
O=c1[nH]c2ccccc2n1CCCN1CCC(n2c(=O)[nH]c3cc(Cl)ccc32)CC1	?	-29%	11%	-3.0%	?	-1%&4%&22%&58%&14%&-5%	1%
Cc1ccc(S(=O)(=O)N2CCC(C(=O)N3CCC4(CC3)OCCO4)CC2)cc1	1%	-10%[46.1 µM]	4%	-3.9%	-3%	-3%[38.3 µM]	-5%
COc1ccc(C2NCCc3[nH]cnc32)cc1 (stereo not given)	-2%	-16%	3%	-3.5%	?	7%	-2%
CCOP(=O)(C#CC(C)(C)C)C1(O)CCCCC1 (stereo not given)	-8%	-3%[46.1 µM]	4%	-4.3%	1%	-5%[38.3 µM]	-2%
CN1CCN(CCOC2c3ccccc3CSc3ccc(Cl)cc32)CC1 (stereo not given)	-3%	-4%	-8%	1.1%	0%	21%	1%
Cc1ccc(N=C2N=C(N)c3ccccc32)c(C)c1	-8%	-20%[46.1 µM]	-3%	-1.1%	?	6%	1%
O=C(c1csc2c1CCCCC2)N1CCC2(CC1)OCCO2	0%	-4%[46.1 µM]	3%	-1.1%	5%	-12%[38.3 µM]	7%
O=C1NC(=O)N(c2cccc(Br)c2)C(=O)/C1=C/c1ccsc1	1%	-18%	-2%	1.3%	.	-5%	.
COC(=O)C1=Nc2ccccc2/C1=C\c1c(O)n(-c2ccc(Br)cc2)c(=O)[nH]c1=O	0%	-26%	18%	0.0%	?	-2%	-8%
Cc1ccc(O)c([C@H](CCN(C(C)C)C(C)C)c2ccccc2)c1	-2%	.	20%	1.0%	?	38%[activator]	3%[39.9 µM]
CCN(CC)C1=NC(=[N+](CC)CC)c2ccccc21	-4%	-1%[46.1 µM]	3%	-0.4%	?	3%[38.3 µM]	-1%
Cc1onc(-c2ccccc2Cl)c1C(=O)OCC(=O)c1ccc2c(c1)OCCO2	?	?	12%	0.8%	?	3%[38.3 µM]	-2%
COc1cccc(N2C(=O)NC(=O)/C(=C\c3ccc([N+](=O)[O-])s3)C2=O)c1	3%	-36%	?	?	?	5%	1%
O=S1(=O)CCN(CCc2c[nH]c3ccccc23)CC1	-6%	12%	0%	-3.0%	.	3%	1%
CC(=O)O[C@H]1C(=O)[C@@]2(C)C([C@H](OC(=O)c3ccccc3)[C@]3(O)C[C@H](OC(=O)[C@H](O)[C@@H](NC(=O)c4ccccc4)c4ccccc4)C(C)=C1C3(C)C)[C@]1(OC(C)=O)CO[C@@H]1C[C@@H]2OC(=O)[C@H](C)NC(=O)c1ccc(-c2c3ccc(=O)cc-3oc3cc(O)ccc23)c(C(=O)O)c1 (stereo not given in full)	-5%[17.5 µM]	.	?	?	.	-4%	0%[39.9 µM]
COc1ccccc1Cn1c(SCC(=O)C(C)(C)C)nc2cc(C(=O)N3CCC4(CC3)OCCO4)ccc2c1=O	-1%	-45%	1%	1.3%	33%[46 µM]	16%	9%
CCc1nc2ccc(N3CCN(C)CC3)cc2nc1CC	-5%	-2%	12%	-0.5%	-9%[46 µM]	-6%	-2%
c1ccc2c(c1)CNc1ccccc1O2	10%	?	5%	7.3%	1%	3%[38.3 µM]	2%
Cn1nnc(CC[N+](C)(C)C)n1	0%	9%	5%	-1.1%	.	.	.
NC(N)=NOCC[C@H](N)C(=O)O	8%	-12%[46.1 µM]	-4%	0.0%	-12%&-7%	11%&10%&4%	-2%
CCCCCCn1c(O)c(C=NC2CCCCC2N)c(=O)[nH]c1=O (stereo not given)	3%	-8%[46.1 µM]	3%	?	-1%	6%[38.3 µM]	-2%
Fc1cccc(F)c1CN1CCN(Cc2c(F)cccc2F)CC1	8%	-2%[46.1 µM]	6%	-5.6%	1%	-2%[38.3 µM]	4%
CC[C@@H]1/C=C/C=C/C[C@H](C)[C@@H](O)[C@](C)(O)C(=O)[C@H](C)[C@@H](O)[C@H](C)C(=O)[C@H](C)[C@@H](O)[C@H](C)/C=C/C(=O)O[C@H]2[C@@H](C)[C@@H](CC1)O[C@@]1(CC[C@@H](C)[C@@H](C[C@H](C)O)O1)[C@@H]2C	-11%	.	?	8.4%	.	7%	.
C=CCN1CC[C@@]23c4c5ccc(O)c4O[C@H]2/C(=N\N=C2/CC[C@@]4(O)[C@H]6Cc7ccc(O)c8c7[C@@]4(CCN6CC=C)[C@@H]2O8)CC[C@]3(O)[C@@H]1C5	10%	.	6%[21.7 µM]	3.1%	.	9%	0%
CNS(=O)(=O)c1ccc(N=Cc2c(O)n(-c3ccccc3)c(=O)[nH]c2=O)cc1	2%	34%	3%	-2.2%	.	-4%	-2%
CN(C)c1ccc(-[n+]2c(-c3ccccc3)cc(-c3ccccc3)cc2-c2ccccc2)cc1	-1%	13µM*	-18%	3.9%[10.1 µM]	?	22%	0%
COc1ccc(C2Oc3c(I)c(OC)cc(OC)c3CC2O)cc1OC (stereo not given)	4%	.	.	11%	15%	16%	-3%
Oc1cccc(/C=N/NP(=S)(c2ccccc2)c2ccccc2)c1	2%	-10%[46.1 µM]	-5%	0.0%	6%	30%[38.3 µM]	19%
CCCCn1c(O)c(/C=C2/C=CC=N2)c(=O)[nH]c1=O	7%	31%	-5%	-1.0%	.	.	.
O=C1NC(=O)C(=Cc2ccc(-c3cc(Cl)ccc3[N+](=O)[O-])o2)C(=O)N1	6%	?	?	?	?	15%	-6%
Cc1ccccc1-n1c(O)c(C(c2ccncc2)c2c(O)n(-c3ccccc3C)c(=O)[nH]c2=O)c(=O)[nH]c1=O	19%&5%	7%&14%	21%&12%	0.1%&-1.8%	.	.	.
O=C(OCC#CCSc1nnc(-c2ccccc2)o1)c1ccco1	0%	-2%[46.1 µM]	?	-1.0%	-6%	-3%[38.3 µM]	-2%
CCOC(=O)C1=C(N)OC2=C(C(=O)CCC2)C12C(=O)N(C)c1ccccc12 (stereo not given)	-9%	9%	7%	8.6%	.	.	.
CC(C)c1ccc(-n2c(O)c(/C=N/NC(=O)c3ccncc3)c(=O)[nH]c2=O)cc1	-11%	15%	-3%	0.0%	-6%	-7%	-2%
CCOC(=O)C1=C(C)OC(N)=C(C(=O)OC)C12C(=O)Nc1ccc(Br)cc12 (stereo not given)	3%	-14%[46.1 µM]	3%	-1.0%	4%	12%[38.3 µM]	-1%
OC(Cn1c2ccccc2c2ccccc21)C[n+]1cccc2ccccc21 (stereo not given)	-5%	-13%[46.1 µM]	-1%	0.0%	2%	25%[38.3 µM]	5%
Cc1ccc2c(c1)=C/C(=C\c1c(O)[nH]c(=O)[nH]c1=O)C(=O)N=2	7%	-3%[46.1 µM]	-3%	0.0%	-20%	-3%	-3%
COc1ccc(N2C(=O)NC(=O)/C(=C/c3ccc([N+](=O)[O-])s3)C2=O)cc1	-5%	-32%	?	-1.9%	.	.	.
CN1C(=O)CCS(=O)(=O)[C@H]1c1ccc(Cl)cc1	-9%	.	3%[21.7 µM]	-0.9%	.	8%	-4%
COc1ccccc1CCNC1C2CC3CC(C2)CC1C3 (stereo not given)	1%	6%	8%	-3.0%	-22%	21%	-2%
Cc1cccc(NC2=NCCCS2)c1	2%	-8%	3%	3.2%	.	.	.
NCCc1c[nH]c2ccc(F)cc12	7%	-1%[46.1 µM]	5%	-4.2%	18%[0.0737 µM]	-4%[38.3 µM]	3%
CC1(C)C(C(=O)NCc2ccco2)C1(C)C	7%	-2%[46.1 µM]	11%	-1.1%	-6%	-2%[38.3 µM]	-3%
CN=C=O	2%	.	6%[21.7 µM]	.	.	-2%	.
Cc1ccc(C(=O)NC2CC3CCC(C2)N3)cc1 (stereo not given)	3%	14%	-1%	1.6%	.	-4%	11%
CCCc1nc2ccc(Br)cc2c(=O)n1-c1ccc([N+](=O)[O-])c(C(F)(F)F)c1	2%	?	-5%	-0.9%	?	.	.
CC(C)(C)OOC(C)(C)C	0%	.	4%[21.7 µM]	.	.	9%	.
CC1(C)NCCN2C(=O)CSC21 (stereo not given)	5%	5%[46.1 µM]	5%	-2.4%	3%	-14%[38.3 µM]	3%
CC(C)N1CCN(Cc2ccc3c(c2)OCCO3)CC1CCO (stereo not given)	0%	-7%	1%	-3.4%	3%[46 µM]	4%	-4%
CCCSc1ccc2nc(NC(=O)OC)[nH]c2c1	-4%	?	-5%	0.3%	?	-21%&-4%	-7%

Next entries:
SMILES	GLA spleen mod	NPSR antagonist	CBFb RUNX1 block	Epigenetic derep	LMNA splice mod	IMPase Li inh	KinaseGlo FLuc
C=CCn1c(O)c(C=NCCCOc2ccc(CC)cc2)c(=O)[nH]c1=S	-3%	22%[46.1 µM]	4%	?	1%	-6%	8%
C=CCn1c(O)c(C(C)=O)c(=O)[nH]c1=O (tested in a mixture with another compound)	1%	?	3%	-0.9%	.	.	.
CC1(C)CC(N(CCc2ccccc2)Cc2ccccc2)CCO1 (stereo not given)	1%	?	12%	-1.5%	.	.	.
Cn1cnc([N+](=O)[O-])c1Sc1ccc([N+](=O)[O-])cc1	10%	-30%	-3%	-0.8%	.	2%	1%
COc1cc(C(=O)N/N=C/c2ccc(OC(=O)N3CCOCC3)cc2)cc(OC)c1OC	4%	16%	6%	0.0%	?	5%	0%
